Assay outcomes as filed in PubChem BioAssay.
N370S GC mod – qHTS Assay for Inhibitors and Activators of N370S glucocerebrosidase as a Potential Chaperone Treatment of Gaucher Disease. Lysosomal acid glucosylceramidase (Homo sapiens), P04062. N370S GC spleen homogenate, 4MU-glucoside fluorescence. Potency, µM (titrated, usually from 59.4 µM), inactives show top-dose activity change, negative = inhibition, usual class: inhibitors. 330,000 tested, 0.092% active. AID 2101, 2009;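 also: 0% = full enzyme activity and -100% = no enzyme basal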
TDP1 cell noCPT – qHTS for Inhibitors of human tyrosyl-DNA phosphodiesterase 1 (TDP1): qHTS in cells in absence of CPT; Potency, µM (doses to about 46.2 µM), for inactives: at the top dose activity change, negative = growth inhibition, hits mostly inhibitors; 420,000 tested, 15% active; AID 686978, 2013; DT40 Tdp1-/- hTDP1 cells, no CPT, ATP luminescence, 48 h; also: nearly all actives have a fitted effect of over 55% in size
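Cells were dispensed at 400 per well, compounds added by pin tool, plates incubated ≥48 hr at 37 °C, then CellTiter-Glo added for 30 min at room temperature before luminescence reading. Line: DT40 Tdp1-/- complemented with hTDP1; camptothecin omitted.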
TDP1 block – qHTS Assay for Inhibitors of Tyrosyl-DNA Phosphodiesterase (TDP1) | Tyrosyl-DNA phosphodiesterase 1 (Homo sapiens), Q9NUW8 | recombinant TDP1, AlphaScreen DNA substrate cleavage | Potency, µM (highest dose often 130 µM), for inactives: top-dose activity change, negative = inhibition, actives largely listed as inhibitors | 350,000 tested, 0.28% active; also: nearly all actives have a fitted effect of over 40% in size
Target sequence (Q9NUW8 whole entry, looked up): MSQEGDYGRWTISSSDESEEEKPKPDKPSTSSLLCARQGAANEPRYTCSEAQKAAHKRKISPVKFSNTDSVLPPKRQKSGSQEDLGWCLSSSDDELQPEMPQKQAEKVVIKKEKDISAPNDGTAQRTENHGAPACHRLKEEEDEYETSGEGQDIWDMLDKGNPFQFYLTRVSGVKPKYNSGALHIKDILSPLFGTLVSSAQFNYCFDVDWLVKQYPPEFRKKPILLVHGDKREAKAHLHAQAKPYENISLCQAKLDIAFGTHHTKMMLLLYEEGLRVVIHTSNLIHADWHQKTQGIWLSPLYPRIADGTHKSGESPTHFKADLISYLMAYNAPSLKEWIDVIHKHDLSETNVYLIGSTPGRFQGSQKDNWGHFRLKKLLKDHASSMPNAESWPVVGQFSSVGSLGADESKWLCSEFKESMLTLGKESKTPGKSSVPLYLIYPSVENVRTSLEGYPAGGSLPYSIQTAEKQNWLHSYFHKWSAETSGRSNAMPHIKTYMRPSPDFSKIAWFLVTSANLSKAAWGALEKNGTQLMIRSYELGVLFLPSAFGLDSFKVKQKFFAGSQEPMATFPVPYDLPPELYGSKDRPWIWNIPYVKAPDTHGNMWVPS
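Tdp1 1 nM final; 15 min RT w/ cpd; substrate 15 nM, 5 min; beads 10 ug/ml, 10 min; AlphaScreen read. Neg ctrl: no enzyme.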
Active calls of the source: *; u = inconclusive; x = not tested or not shown; [ ] = another dose, or the depositor's remark. Calls follow the shape of the dose curve; as a rule, active = well fitted curve in the direction sought with a large enough effect; inconclusive = small, poorly fitted or top-dose-only effect, or another doubt; inactive = no such curve, though single readings can be large; an effect the other way counts as inactive or inconclusive. Unless noted, % is scaled to controls: 0 for no effect and ±100 for the full control effect; potency is read from the fitted curve at half-maximal effect. This is a subset; rates above refer to the full screens.

Results follow in this order: N370S GC mod | TDP1 cell noCPT | TDP1 block
> CCCOc1ccc(CC2CCC(=O)NC2=O)cc1 (configuration not stated)
→ -3% | 11% | -5%
> COc1ccc(CCNC(=O)Cn2nnc(C(=O)Nc3cccc(C)c3C)c2N)cc1OC
→ -9% | 1% | 2%
> Cc1cc(C)c2nc(/N=C(\N)NC(=O)Nc3ccccc3)nc(C)c2c1
→ -30% | 18µM* | -2%
> C/C(=N\Nc1ccc([N+](=O)[O-])cc1[N+](=O)[O-])C(C)(C)C(C(=O)O)C(=O)O
→ u | 11% | 2%
> CC1CCCCC1NC(=O)C1CCN(S(=O)(=O)c2ccc3c(c2)CCC(=O)N3)CC1 (configuration not stated)
→ -6% | 2% | 5%
> COc1ccc(Cl)cc1NC(=O)C1CC(c2ccccc2O)=NO1 (configuration not stated)
→ 1% | 6% | x
> COc1ccc(OC)c(NC(=O)COC(=O)CCc2nc3ccccc3c(=O)[nH]2)c1
→ x | -2% | 2%
> COc1ccccc1NS(=O)(=O)c1cc(NC(=O)c2cccs2)ccc1N1CCOCC1
→ 9% | 2.6µM* | 2%
> CCOC(=O)c1cc(-c2c(Cl)cccc2Cl)no1
→ 23% | -26% | -5%
> Cc1ccc2c(=O)c(C(=O)c3cccc(Cl)c3)cn(CC(=O)NCc3ccc(F)cc3)c2n1
→ x | u | -2%
> Cc1cccc(C(=O)NC(=S)NNC(=O)c2ccc(Cl)cc2)c1
→ 6% | u | 8%
> Cc1cccc(CNC(=O)C2CCC(=O)N(C3CC3)C2)c1 (configuration not stated)
→ -2% | 19% | 2%
> COc1ccc(S(=O)(=O)NCc2ccccn2)c(C)c1C
→ -7% | u | x
> CCC(C)N1CCC(Oc2ccc(C(=O)NCc3ccccn3)cc2)CC1 (configuration not stated)
→ -4% | -12% | 0%
> O=C(CCn1c(=O)[nH]c2ccccc2c1=O)NCCSCc1ccccc1
→ 5% | -3% | 2%
> Cc1cccc(C(=O)O/N=C(\N)c2ccc(Cl)cc2)c1
→ 0% | -6% | x
> S=C1NC[C@H](CC2CCCCC2)N1CC1CCCCC1
→ 11% | 23µM* | 5%
> O=C(C/C(=N/O)c1ccccc1O)C(F)F
→ -2% | -1% | 5%
> CC1CCN(c2c(NCC3CCC(C(=O)NC4CCCCCC4)CC3)c(=O)c2=O)CC1 (configuration not stated)
→ 0% | 14% | 1%
> CC(=O)Nc1ccc(C(=O)CSc2nnc3scc(-c4ccccc4)n23)cc1
→ 0% | 1% | -2%

Arranged by length of the SMILES (descending): part of the list above.
Results follow in this order: N370S GC mod | TDP1 cell noCPT | TDP1 block
> CC1CCN(c2c(NCC3CCC(C(=O)NC4CCCCCC4)CC3)c(=O)c2=O)CC1 (configuration not stated)
→ 0% | 14% | 1%
> COc1ccccc1NS(=O)(=O)c1cc(NC(=O)c2cccs2)ccc1N1CCOCC1
→ 9% | 2.6µM* | 2%
> COc1ccc(S(=O)(=O)NCc2ccccn2)c(C)c1C
→ -7% | u | x
> O=C(C/C(=N/O)c1ccccc1O)C(F)F
→ -2% | -1% | 5%

(cont.)
Results follow in this order: N370S GC mod | TDP1 cell noCPT | TDP1 block
> CCCCCOc1ccc(NC(=O)C2OC3OC(C)(C)OC3C3OC(C)(C)OC23)cc1 (configuration not stated)
→ 19% | -3% | 0%
> CCc1nc2sc3c(N4CCC(C)CC4)ncnc3c2c2c1CCCC2
→ x | 6% | -3%
> Cc1ccc2nc(N3CCN(C)CC3)c(C#N)cc2c1
→ -16% | -12% | 1%
> COCCNC(=O)CSc1nc2ccc(N3CCOCC3)cc2c(=O)n1Cc1ccc(OC)cc1
→ -9% | u | 6%
> Nc1nc(-c2ccccc2)cc(-c2ccccc2)n1
→ -4% | u | x
> Cc1ccc(S(=O)(=O)NC(=O)Nc2ccc(C)cc2C)cc1
→ 7% | -4% | 6%
> O=C(CN1C(=O)CCC1=O)Nc1nc(-c2ccccn2)cs1
→ -5% | -7% | 4%
> COc1cccc([C@@H]2Oc3ccc(OC)cc3C[C@H]2O)c1
→ -3% | x | 7%
> COc1ccc(C)cc1Nc1ncnc2c1c(-c1ccccc1)cn2-c1ccc(C)cc1
→ x | -22% | 10%
> CCNC(=O)c1ccc(C2SCC(=O)N2CCc2ccccc2)cc1 (configuration not stated)
→ -19% | 13% | 5%
> CCOc1ccc(C(=O)Nn2cnnc2)cc1OCC
→ -21% | 4% | x
> CN(C)c1ccc(C(CNS(=O)(=O)c2ccc(Br)cc2)N2CCOCC2)cc1 (configuration not stated)
→ x | u | 4%
> FC(F)(F)c1nnc2ccc(N3CCN(c4ccccc4)CC3)nn12
→ 4%[12.8 µM] | -24% | -1%
> CCn1cc(/C=C(\NC(=O)c2ccc(C)cc2)C(=O)NCCCn2ccnc2)c2ccccc21
→ x | 21µM* | 10%
> CN(c1ccccc1)C1CCCCC1NS(=O)(=O)c1ccc(Cl)cc1 (configuration not stated)
→ 4% | 23µM* | 0%
> CC(NC(=O)Nc1ccccc1)C(c1ccccc1)N1CCOCC1 (configuration not stated)
→ -3% | -2% | 8%
> Cc1nn(C)c(Cl)c1CN1CCCC(CO)(Cc2cccc(Cl)c2)C1 (configuration not stated)
→ 12% | 15µM* | 0%
> CCOc1cc(C)c(Cl)cc1S(=O)(=O)NCCOC
→ 9% | -11% | 3%
> CCCN(CC(=O)Nc1ccccc1C)C(=O)COC(=O)CSc1ccc([N+](=O)[O-])cc1
→ -18% | 0% | 1%
> COc1cc(NC(=O)CN2CCN(c3ccc(F)cc3)CC2)cc(OC)c1
→ x | u | 6%
> O=C(O)CNC(=O)c1ccc(NC(=O)/C(=C/c2ccccc2)NC(=O)c2ccccc2Br)cc1
→ 1% | -2% | x
> O=C(NC1CCS(=O)(=O)C1)C1C2CC3CC(C2)CC1C3 (configuration not stated)
→ -10% | -9% | -7%
> CCOC(=O)c1sc2ccccc2c1S(=O)(=O)N1CCN(c2ccccc2)CC1
→ x | u | -1%
> Cc1ccc(N(CC(=O)NCCSCc2ccco2)S(=O)(=O)c2ccc(F)cc2)cc1
→ -7% | 23µM* | 5%
> COc1ccc(NC(=O)COC(=O)c2ccc(F)cc2F)cc1
→ -2% | -15% | 1%
> COc1ccc(S(=O)(=O)N2Cc3ccccc3CC2C(=O)Nc2cccc(C)c2)cc1OC (configuration not stated)
→ x | 9.2µM* | -2%
> COc1ccc(N2CCN(C(=O)C3=NNC(=O)CC3)CC2)cc1
→ -3% | 10% | 5%
> COc1ccc(OCC(=O)N/N=C(\C)CC(=O)Nc2cccc([N+](=O)[O-])c2)cc1
→ -11% | 3% | 4%
> CC1(C)Cc2nc3sc4c(N(CCO)CCO)ncnc4c3cc2CO1
→ -5% | u | 9%
> O=C(Nc1ccc(S(=O)(=O)NCc2ccccc2)cc1)Nc1ccc2c(c1)OCO2
→ -16% | -29% | 2%
> Cn1cccc1/C=N/NC(N)=S
→ 0% | 21µM* | 5%
> Oc1c(C(c2ccco2)N2CCOCC2)sc2ncnn12 (configuration not stated)
→ -14% | 3% | 1%
> O=[N+]([O-])c1ccc(N=NNc2ccccc2)cc1
→ -2% | -13% | 9%
> CCn1ccnc1CN(C)Cc1cn(-c2cccc(C)c2)nc1-c1cccc(F)c1
→ u | u | 6%
> Cc1nc(Oc2ccc(Cl)cc2)c2oc3ccccc3c2n1
→ 5%[12.8 µM] | -21% | -1%
> COc1ccc(CCNS(=O)(=O)c2ccc(F)c(C(=O)Nc3ccc(Cl)cc3)c2)cc1OC
→ x | 21µM* | 5%
> CCOC(=O)C(NC(C)=O)C(OC(C)=O)c1cccc(N(CCO)CCO)c1 (configuration not stated)
→ 4% | 2% | 2%
> O=C1CC(Nc2ccc3ccccc3c2)C(=O)N1Cc1ccccc1 (configuration not stated)
→ 1% | -3% | 0%
> CCC(Oc1ccccc1)C(=O)Nc1nnc(C)s1 (configuration not stated)
→ 27% | -11% | 7%
> CSc1ccc(-c2nc3c(C)cccn3c2Nc2ccc3c(c2)OCCO3)cc1
→ x | u | 10%
> COc1ccc(N(CC(=O)NCCC2=CCCCC2)S(=O)(=O)c2ccccc2)cc1OC
→ -19% | u | 5%
> Cc1ccc(C(=O)NC2CC3CCCC(C2)N3C(=S)NCc2ccco2)cc1 (configuration not stated)
→ 1% | -1% | 3%
> CCOC(=O)N1CCN(C(=O)c2ccc(Cn3c(=S)[nH]c4cc(OCC)c(OCC)cc4c3=O)cc2)CC1
→ 5% | 9.2µM* | 3%
> COc1ccc(NC(=O)Cc2c(C(=O)O)[nH]c3ccccc23)cc1OC
→ x | -1% | 6%
> CC(C)(C)c1cc(=O)n2c(C#N)c(C#N)nc2[nH]1
→ -2% | -10% | -5%
> CCCn1c(=O)[nH]c(=O)c2c1nc(-c1ccc(OC)c(Br)c1)n2CCOC
→ 3% | -14% | 1%
> CC(C)c1ccc(NC(=O)COc2ccc(S(=O)(=O)N3CCOCC3)cc2)cc1
→ 0% | -27% | 4%
> COc1ccccc1N1CCN(C(=O)c2c(-c3ccccc3)noc2C)CC1
→ u | 7.3µM* | 5%
> COc1cccc(CN(C)C(=O)CCc2nnc(-c3ccsc3)o2)c1
→ 8% | -2% | 0%
> COc1ccc(NC(=O)CSc2ccc(-c3cccs3)nn2)cc1
→ x | -15% | 3%
> Oc1ccc(-c2cn3c(n2)SCC3)cc1
→ -1% | -22% | 7%
> Cc1ccc2c(c1)C1CC(C)(O2)N(c2cccc(C(=O)NCc3ccccn3)c2)C(=O)N1 (configuration not stated)
→ -3% | u | 4%
> OCCCN=c1cc(-c2ccccc2)oc2ccc(Cl)cc12
→ -16% | 18µM* | 8%
> COc1cccc(CNC(=O)c2c(C)oc3ncnc(N4CCOCC4)c23)c1
→ x | -1% | 5%
> O=C(CSc1ncccn1)NC(=O)NCc1ccccc1
→ 2% | -9% | -2%
> Cc1cc(C(=O)COC(=O)c2ccncc2)c(C)n1CCc1ccc(F)cc1
→ -10% | -20% | 10%
> COc1ccc(CCN(C)C(=O)c2ccc(COc3ccccc3)o2)cc1OC
→ -3% | u | 5%
> Cc1cc(C)c2nc(N3C(=O)C(O)=C(C(=O)c4ccco4)C3c3ccco3)sc2c1 (configuration not stated)
→ 4% | u | -11%
> CC(C)OC(=O)CSc1nnc(-c2cnccn2)n1C
→ 8% | 6% | 4%
> COc1cccc(C(=O)OCC(=O)c2c(N)n(C)c(=O)n(C)c2=O)c1
→ x | 4% | -2%[56.1 µM]

(next part)
Results follow in this order: N370S GC mod | TDP1 cell noCPT | TDP1 block
> COc1ccccc1N1CCN(C(CNS(C)(=O)=O)c2cccnc2)CC1 (configuration not stated)
→ -7% | -13% | 2%
> CC12C=C(/C=C/c3ccc(Br)cc3)C(C)(C1)[C@H](c1ccc(Br)cc1)CC2=O (some centres not stated)
→ 2% | x | 6%
> Nc1nc(N)c2ncc(C(=O)CCc3ccccc3)nc2n1
→ 24% | u | -1%
> CN1CCN(C(=S)c2ccc(N(C)C)cc2)CC1
→ -12% | 9% | 5%
> CN(C)C1=NCCN1CCCC1CCCCC1
→ -3% | u | -15%
> COc1ccc(S(=O)(=O)NCCc2ccccc2)cc1
→ -10% | -14% | -2%
> COc1ccc(C(=O)NCC(=O)N2CCC(Cc3ccccc3)CC2)cc1OC
→ -5% | u | 4%
> O=C(CCC1N=C2c3ccccc3N=C(SCc3ccccc3Cl)N2C1=O)NCCc1ccccc1 (configuration not stated)
→ x | -30% | 6%
> [O-][n+]1c2c(nn1-c1ccc(Cl)c(Cl)c1)-c1nonc1CC2
→ 3% | -15% | -3%
> Cc1c(Cl)cccc1-n1ncc(C(=O)Nc2ccc(F)cc2F)c1C1CCN(C(=O)OC(C)(C)C)CC1
→ x | 15µM* | 7%
> O=C(COC(=O)c1cccc(NS(=O)(=O)/C=C/c2ccccc2)c1)Nc1ccccc1OC(F)F
→ 12% | u | 7%
> Cc1nn(C)c(=O)n1-c1ccc(Oc2ccccc2)cc1
→ 3% | -11% | 1%
> CCOC(=O)c1cc(-c2ccccc2)sc1NC(=O)C(C)N1C(=O)NC(C)(c2ccc(Cl)cc2)C1=O (configuration not stated)
→ x | -15% | 3%
> COc1cccc(-c2nnc(SCc3ccc(C#N)cc3)n2Cc2ccco2)c1
→ 10% | 23µM* | 6%
> C[C@H]1CC[C@@]2(O[C@@H](CCO)C[C@@H](O)[C@@H]2O)O1
→ -5% | 4% | 0%
> CCN1CCN(C(=O)c2sc3ncnc(N4CCc5ccccc5C4)c3c2C)CC1
→ -19% | u | 1%
> O=S(=O)(c1ccccc1)N1CCC2(CCN(Cc3ccccc3)CC2)CC1
→ -6% | -9% | x
> Cc1cccc(Nc2ncnc3onc(-c4cccc(Cl)c4)c23)c1
→ 0% | u | x
